Source: PubChem
TEAD-YAP block = TEAD-YAP interaction inhibition; inhibition, % at 9.12 µM; AID 1259422; hit rate 1.4% among 640,000; HEK-TIYL cells, TEAD-Gal4/YAP UAS-luciferase luminescence; in the data active = inhibition above about 32%;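 note: 0% = median of test compound wells and 100% = reference inhibitor wells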
MITF inh = inhibitors of human MITF. AlphaScreen MITF homodimerization, bead proximity signal. hit rate 0.91% among 650,000. inhibition, % at 2.6 µM. O75030; in the data active = inhibition above about 50%;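 note: 0% = vehicle wells with protein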
Target sequence (O75030 whole entry, looked up): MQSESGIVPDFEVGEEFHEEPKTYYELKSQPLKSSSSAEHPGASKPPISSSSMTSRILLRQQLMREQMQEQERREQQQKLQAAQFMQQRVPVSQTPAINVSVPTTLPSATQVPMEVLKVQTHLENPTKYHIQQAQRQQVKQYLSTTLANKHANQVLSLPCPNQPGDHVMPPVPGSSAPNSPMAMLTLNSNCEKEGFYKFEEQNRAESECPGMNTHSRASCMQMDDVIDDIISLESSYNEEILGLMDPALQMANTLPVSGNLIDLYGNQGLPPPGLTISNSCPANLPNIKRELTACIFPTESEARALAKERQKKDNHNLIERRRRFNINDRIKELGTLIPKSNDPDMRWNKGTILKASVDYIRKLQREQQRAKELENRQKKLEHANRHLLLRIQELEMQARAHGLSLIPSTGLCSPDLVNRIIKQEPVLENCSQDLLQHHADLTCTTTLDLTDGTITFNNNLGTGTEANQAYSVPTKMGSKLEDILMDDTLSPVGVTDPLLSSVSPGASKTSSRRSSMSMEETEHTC
GPR151 activ = activators of human GPR151 | Q8TDV0 | PathHunter beta-arrestin GPR151 cells, luminescence | activation, % at 11.2 µM | hit rate 1% among 650,000; in the data active = activation above about 4.9%;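 note: 0% = median of compound wells and 100% = cells with positive control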
Target sequence (Q8TDV0 whole entry, looked up): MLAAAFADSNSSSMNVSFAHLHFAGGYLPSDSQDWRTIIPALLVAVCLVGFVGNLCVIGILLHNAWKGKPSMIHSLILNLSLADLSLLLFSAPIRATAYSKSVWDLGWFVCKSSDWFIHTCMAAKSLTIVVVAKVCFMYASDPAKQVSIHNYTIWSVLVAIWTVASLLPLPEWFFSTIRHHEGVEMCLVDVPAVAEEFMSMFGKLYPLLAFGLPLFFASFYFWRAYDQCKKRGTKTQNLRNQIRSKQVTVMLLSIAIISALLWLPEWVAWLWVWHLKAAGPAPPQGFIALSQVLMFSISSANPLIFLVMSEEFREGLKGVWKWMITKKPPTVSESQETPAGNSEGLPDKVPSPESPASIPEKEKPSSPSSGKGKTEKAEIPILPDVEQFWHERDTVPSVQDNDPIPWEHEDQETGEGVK
FBW7 activator = activators of human E3 ligase FBW7; Q969H0; AlphaScreen FBW7–phospho-cyclin E peptide binding, activator screen; normalized activity (activation), % at 26.1 µM; hit rate 0.13% among 650,000; AID 1259310; in the data active = normalized activity above about 1.9%;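 note: purified mutant Fbw7 with reduced substrate affinity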
* marks the source's active call; other numbers are inactive results; · = no result given.

Start of the listing, in advance:
SMILES	TEAD-YAP block	MITF inh	GPR151 activ	FBW7 activator
O=C(Nc1cnn(-c2ccc(C(=O)NC3CCc4ccccc43)cc2)c1)c1ccoc1 (stereo unspecified)	56.4*	12.8	-0.5	0.7
O=C(NC1CCCCC1)c1ccc(C(=O)c2ccccc2)o1	-25.1	0.3	-0.1	0.2
COC(=O)c1ccc(CN[C@H]2C[C@@H](C(=O)NC(C)C)N(Cc3ccccc3)C2)cc1	8.2	18.8	-0.2	0.4

The listing, from the start:
SMILES	TEAD-YAP block	MITF inh	GPR151 activ	FBW7 activator
O=C(Nc1cnn(-c2ccc(C(=O)NC3CCc4ccccc43)cc2)c1)c1ccoc1 (stereo unspecified)	56.4*	12.8	-0.5	0.7
O=C(NC1CCCCC1)c1ccc(C(=O)c2ccccc2)o1	-25.1	0.3	-0.1	0.2
COC(=O)c1ccc(CN[C@H]2C[C@@H](C(=O)NC(C)C)N(Cc3ccccc3)C2)cc1	8.2	18.8	-0.2	0.4
C/C(=N\Nc1cccc(C)c1)c1ccccc1O	-18.9	-3.5	1.0	0.2
CCc1ccccc1N(C)C(=O)c1cc2cc(OC)ccc2oc1=O	-18.7	12.4	5.9*	0.0
CCCCCn1c(N)nc2c1c(=O)[nH]c(=O)n2C	3.6	5.5	0.7	-0.1
CC1=C(C(=O)OCc2ccccc2)C(c2ccc(O)cc2)C2=C(CC(C)(C)CC2=O)N1 (stereo unspecified)	-3.0	-4.7	0.5	-0.5
O=C(Nc1ccc(C(F)(F)F)cc1)c1n[nH]c(=O)c2ccccc12	-6.4	15.1	0.7	0.1
O=C(/C=C/c1cccnc1)c1ccncc1	19.6	9.0	-1.0	-0.1
Cc1cccnc1C(NC(=O)C1CCN(C(=O)Cc2cccs2)CC1)c1cccs1 (stereo unspecified)	4.9	-21.7	-0.5	0.1
CC1CCN(C(=O)COC(=O)c2cc(Cl)cc(Cl)c2N)CC1	-0.4	7.6	2.0	0.3
Cc1ccccc1C1CC(=O)NC(SCC(=O)OCc2ccccc2)=C1C#N (stereo unspecified)	-15.6	9.5	-1.5	0.2
COc1cc(Br)ccc1OCC(=O)N/N=C/c1cn(C)c2ccccc12	3.1	-15.4	-1.4	-0.1
Cc1c(O)nc(SCC(N)=O)[nH]c1=O	-9.0	17.3	-0.4	1.0
CC(C)(C)C1CCC2(CC1)SCC(=O)N2c1ccc(Cl)cc1 (stereo unspecified)	2.6	1.9	0.7	0.0
Cc1c(C(=O)N2CCN(c3ccccc3)CC2)sc2ncnc(N3CCCCC3C)c12 (stereo unspecified)	1.2	0.5	0.9	0.1
Cc1ccc2c(c1)cc(CN(Cc1nnnn1C1CCCCC1)C1CCCC1)c1nnnn12	-5.4	9.1	-1.0	0.1
COc1ccc(N2C(=O)CCC2(C(N)=O)c2ccccc2)cc1 (stereo unspecified)	8.6	9.4	-0.1	0.4
Cc1cccc(OCC(=O)Nc2ccc(-c3nc4ncccc4o3)cc2C)c1	0.6	6.4	-0.3	0.1
C=CSc1sc(Cl)c(N2CCN(c3cccc(Cl)c3)CC2)c1[N+](=O)[O-]	-1.4	4.8	1.1	-0.1

Shown with bars between the fields: entries from further up.
smiles | TEAD-YAP block | MITF inh | GPR151 activ | FBW7 activator
O=C(Nc1ccc(C(F)(F)F)cc1)c1n[nH]c(=O)c2ccccc12 | -6.4 | 15.1 | 0.7 | 0.1
O=C(/C=C/c1cccnc1)c1ccncc1 | 19.6 | 9.0 | -1.0 | -0.1
Cc1cccnc1C(NC(=O)C1CCN(C(=O)Cc2cccs2)CC1)c1cccs1 (stereo unspecified) | 4.9 | -21.7 | -0.5 | 0.1

Continued.
SMILES	TEAD-YAP block	MITF inh	GPR151 activ	FBW7 activator
CN1C(=O)Cc2cc(S(=O)(=O)NC3CC3)ccc21	-1.8	7.5	0.0	-0.1
Cc1ccc(NC(=O)CC(C)C)c(NC(=O)CC(C)C)c1	-7.8	20.4	-1.5	0.3
Cc1cccc(-c2nc(CS(=O)CC(=O)N3CCCCC3)c(C)o2)c1 (stereo unspecified)	5.3	13.8	-1.0	-0.2
O=C(COC(=O)c1ccc(NC(=O)c2ccc(Br)cc2)cc1)c1ccc(-c2ccccc2)cc1	3.1	0.9	0.3	-0.1
Cc1ccc(CNC(=O)CCCCCn2c(SCC(=O)c3ccc(Br)cc3)nc3ccsc3c2=O)cc1	7.2	5.1	2.8	0.0
Cc1nc(-c2cccnc2)sc1CCNS(=O)(=O)c1cc(Cl)ccc1Cl	1.4	11.3	-1.2	0.2
C/C(=N\NS(=O)(=O)c1ccc(Cl)cc1)c1ccc(O)cc1	-6.7	2.0	4.8	-0.2
COc1ccc2c(c1)OCCC2=O	-7.2	-2.2	0.8	0.0
COc1ccc(OC)c(C2C(C(C)=O)=C(O)C(=O)N2c2nc3ccccc3s2)c1 (stereo unspecified)	3.3	28.8	0.8	0.1
Cc1ccc(NC(=O)C(Cc2c[nH]c3ccccc23)NC(=O)C(c2ccccc2)c2ccccc2)c(C)c1 (stereo unspecified)	4.5	16.9	-0.1	0.3
O=[N+]([O-])c1cccc(-c2csc(Nc3ccc4c(c3)OCO4)n2)c1	-21.0	25.6	-1.2	0.1
Cc1nn(CC(=O)NC2CCCCC2C)c(=O)c2cc3occc3n12 (stereo unspecified)	2.8	6.5	0.0	0.0
N#Cc1c2c(c(N3CCN(Cc4ccccc4)CC3)n3c1nc1ccccc13)CCC2	-5.5	3.2	0.0	0.6
O=C(C1CCN(C(=O)N2CCOc3ccccc32)CC1)N1CCCCC1	2.6	13.3	-1.4	0.1
COCCC(=O)NC(C)c1nnc2n1CCN(Cc1ccc3ccccc3c1)CC2 (stereo unspecified)	6.7	8.1	-0.6	-0.1
COc1ccc(-c2csc(NC(=O)c3ccc(Br)s3)n2)cc1OC	6.8	9.3	-0.7	-0.1
O=C(/C=C/c1ccc(Cl)cc1Cl)NCCNc1ccc([N+](=O)[O-])cc1C(F)(F)F	-2.3	11.0	1.3	0.0
O=C(CN1CCN(S(=O)(=O)c2cccs2)CC1)c1ccco1	3.1	-5.0	-0.7	-0.2
O=C(O)c1ccc(-c2cnc3ccc(NCc4ccc(F)cc4)nn23)cc1	-0.2	-23.3	0.4	-0.5
CN1CCC(O)(c2ccc3c(c2)CN(C(=O)c2ccc(Oc4ccccc4)o2)CCO3)CC1	9.2	-0.8	-0.4	0.2
C(=N\N1CCN(c2ccccn2)CC1)/c1ccc2ncccc2c1	-65.2	10.4	-2.5	-0.3
O=C1NC2(CCCCC2)C(=O)N1CN1CCN(C/C=C/c2ccccc2)CC1	6.3	16.9	0.0	0.3
O=C(NC1CCN(Cc2ccccc2)CC1)c1ccc2nc(Nc3ccccc3)sc2c1	-3.7	-5.1	-1.8	0.1
O=C(Cn1cc(C(F)(F)F)cc(Cl)c1=O)NC1CCS(=O)(=O)C1 (stereo unspecified)	-2.3	0.8	-1.8	0.1
CN(CC(O)COc1ccccc1CN1CCCCO1)C1CCCCC1 (stereo unspecified)	5.3	10.9	0.9	-0.1
CC(C)C(O)c1ccc2c(c1)CN(C(=O)Cc1ccsc1)CCO2 (stereo unspecified)	1.9	0.5	-0.9	0.0
CO[C@@H]1COC(=O)[C@@H]2CCCN2C(=O)C/C=C/[C@@H](C)[C@H](OC)COC(=O)[C@@H]2CCCN2C(=O)C/C=C/[C@H]1C	·	-18.4	-0.8	-0.1
O=c1[nH]c(-c2ccc([N+](=O)[O-])o2)nc2sc3c(c12)CCCC3	9.6	50.0	2.7	0.0
CCOC(=O)c1nn(-c2ccccc2)cc1O	-18.6	27.4	-0.7	0.0
CCOC(=O)C1=C(c2ccccc2)c2oc(N)nc2C1c1ccccc1 (stereo unspecified)	-2.4	0.9	-1.1	0.4
CCCc1nnc(-c2ccc(F)cc2)o1	-7.6	-9.2	0.4	-0.1
CCOC(=O)c1c(NC(=O)C(C)Sc2nnc(CNC(=O)c3ccco3)n2-c2cccc(Cl)c2)sc2c1CCCC2 (stereo unspecified)	2.3	0.7	1.3	-0.2
N#CC1=C(SCC(N)=O)NC(=O)CC1c1cccc2ccccc12 (stereo unspecified)	-13.1	12.1	0.7	0.0
O=C1CC(c2cccc([N+](=O)[O-])c2)CC2=C1C(c1ccco1)Nc1ccccc1N2 (stereo unspecified)	-2.3	15.2	-1.9	1.4
CC(C)N1CCNC(=O)C1CC(=O)N1CCCCCCC1 (stereo unspecified)	-14.9	21.0	-1.2	0.4
Cc1cc(I)ccc1N1C(=O)/C(=C/c2ccccc2F)N=C1c1ccc(Br)cc1	4.6	-3.4	-0.5	1.1
Nc1c(C(=O)Nc2ccc(Oc3ccccc3)cc2)sc2nc3c(cc12)C(=O)CCC3	36.8*	25.2	-0.4	0.3
CCN(CC)C(=O)C1CCCN(c2nc(Nc3ccc(Oc4ccccc4)cc3)c3cc(OC)c(OC)cc3n2)C1 (stereo unspecified)	21.9	-1.6	-0.1	-0.1
Cc1ccc(-c2nsc(SCC(=O)N3CCCCCC3)n2)cc1	-62.8	20.5	-0.7	0.3
CC(NC(=O)CSc1nnc(-c2ccccc2)o1)c1ccccc1 (stereo unspecified)	-1.8	-4.2	0.3	0.0
COC(=O)C1=CN(Cc2ccc(Cl)cc2)C=C(C(=O)OC)C1c1ccc(C)s1	7.7	-4.5	-0.2	0.1
CN1Cc2cccc(C(=O)N3CCC(C(=O)c4nc5ccccc5s4)CC3)c2C1=O	1.2	3.6	0.3	0.8
Cc1cc(-c2cnc(N3CCOCC3)nc2C2CCN(C(=O)C(C)C)CC2)on1	1.3	-11.7	0.0	-0.1
CCOc1cc(C(=O)NCc2nnc(SCC(=O)N3CCc4ccccc43)n2-c2cccc(C)c2)cc(OCC)c1OCC	-7.0	-1.9	-0.6	-0.1
Cc1ccc(NC(=O)/C=C/c2ccccc2)c(Br)c1	-60.5	-16.3	2.9	-0.2
COc1cccc(CNC(=O)c2cc3ccc(-c4ccncc4)cc3n2CCCO)c1	0.0	-0.1	0.3	0.4
Cc1ccccc1CCNCc1c(C(=O)O)c(C)n(Cc2ccccc2F)c1C	-0.4	21.9	1.0	-0.2
COc1ccc(OCC(=O)Nc2cnc3ccccc3c2)cc1	-0.7	19.4	-0.3	0.2
CCN(CC(=O)NCc1ccc(Cl)cc1)C(=O)Cn1cnnn1	6.0	-3.1	0.6	0.0
CCC(C)c1ccccc1OCCCCN1CCOCC1 (stereo unspecified)	-2.0	51.0*	0.3	0.0
CCN(CC)CCOC(=O)c1cc(Cl)c(N)cc1OC	5.0	1.1	-2.0	0.0
CC1CC(C)CN(C(=O)C2CCN(S(=O)(=O)c3ccc4c(c3)oc(=O)n4C)CC2)C1 (stereo unspecified)	-0.2	-6.8	0.5	-0.4
O=C(Cc1ccccc1)NN1C(=O)C2C3C=CC(O3)C2C1=O (stereo unspecified)	1.7	-3.0	1.5	-0.1
COc1cc(S(=O)(=O)Nc2ccc(NC(C)=O)cc2)ccc1Br	-6.2	-7.2	1.0	0.1
CCN1CCN(S(=O)(=O)c2cc(Br)cnc2N)CC1	1.2	1.2	2.0	-0.3
Cc1nc(C)n(-c2ccc(Nc3cc(-c4cnn(C)c4)c(Cl)cn3)cc2)n1	-3.8	-1.1	0.2	0.7
CCOC(=O)C1NN=C(C(=O)c2ccccc2)C1c1ccc(C)cc1 (stereo unspecified)	-12.2	15.4	-1.8	0.0
C1=C2[C@@H](c3ccccc3)N(Cc3ccccc3)C[C@H]3CCC[C@@]23OCC1	-11.3	-0.2	0.9	-0.2
O=C(c1cc(F)c(F)cc1Cl)N1CCN(c2c(Cl)cccc2[N+](=O)[O-])CC1	9.1	15.8	-0.7	0.2
O=C(NCCCN1CCCC1=O)c1csc(-c2csc3ccccc23)n1	0.6	-4.5	-0.6	0.2
(cont.)
SMILES	TEAD-YAP block	MITF inh	GPR151 activ	FBW7 activator
O=C(Nc1ccc2c(c1)OCO2)NC1CCCCC1	-21.6	-24.0	-3.1	0.0
Cc1nc(SCC(=O)NNC(=O)c2cccs2)[nH]c(=O)c1C	-63.9	-0.3	2.3	0.0
CCOC(=O)c1c(NC(=O)c2cc([N+](=O)[O-])ccc2N2CCCCCC2)sc2c1CCCC2	6.4	11.5	-0.5	0.1
Cc1ccc(SC(C)C(=O)NC(N)=O)c(C)c1 (stereo unspecified)	-1.5	9.0	0.0	0.0
CCC(C)(C(=O)NC1CCCC1)N(Cc1cccs1)C(=O)CNC(C)=O (stereo unspecified)	-5.1	-4.8	0.4	-0.2
CN1CCN(Cn2nc3c(Cl)cc(Cl)cn3c2=S)CC1	-7.0	-10.6	0.8	0.1
CSc1ccccc1C(=O)Nc1c(F)cccc1F	3.5	15.6	1.1	0.0
O=C(NNC(=S)Nc1ccccc1)c1cc2ccccc2o1	-42.9	-3.3	0.8	0.1
S=C(Nc1ccc(Oc2ccccc2)cc1)N(Cc1ccccc1Cl)C1CCCC1	0.0	15.0	-1.6	0.3
CCOC(=O)C(C)(C)Sc1nnc(COc2cccc(C)c2)n1C	11.9	-13.3	-0.8	0.0
O=C(NCCS(=O)(=O)N1CCN(c2ccccc2)CC1)c1cccc2ccccc12	9.8	9.4	2.5	0.0

Record cards, as listed above. Order of screens: TEAD-YAP block	MITF inh	GPR151 activ	FBW7 activator
`Cc1nc(SCC(=O)NNC(=O)c2cccs2)[nH]c(=O)c1C` as listed: -63.9	-0.3	2.3	0.0
`CCc1ccccc1N(C)C(=O)c1cc2cc(OC)ccc2oc1=O` as listed: -18.7	12.4	5.9*	0.0
`O=C(Nc1ccc2c(c1)OCO2)NC1CCCCC1` as listed: -21.6	-24.0	-3.1	0.0
`CCOC(=O)C1NN=C(C(=O)c2ccccc2)C1c1ccc(C)cc1` (stereo unspecified) as listed: -12.2	15.4	-1.8	0.0
`C=CSc1sc(Cl)c(N2CCN(c3cccc(Cl)c3)CC2)c1[N+](=O)[O-]` as listed: -1.4	4.8	1.1	-0.1
